GSK3beta inhib – human GSK3beta kinase inhibition. 0.038% of 300,000 active. activity score (negative = inhibition), % at 10 µM. AID 2097. GST-GSK3beta kinase, ADP-Glo luminescence, 60 min; active compounds read low. P49841;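 active means more than half of replicate wells score below -50%, meaning over 50% inhibition versus plate controls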;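 further: 0% = median DMSO wells and -100% = median GW8510 positive control wells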
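Test system – GST-tagged human GSK3beta kinase, cell-free · Incubation – 60 min enzyme reaction, room temperature · Signal – ADP-Glo luminescence · Also added – peptide substrate and ATP at 25 µM · Controls – DMSO neutral wells and GW8510 at 20 µM as positive · Buffer or medium – Tris/MgCl2 kinase buffer · Measure – Luminescence-derived activity versus plate DMSO and GW8510 wells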
KCNK9 inh – human KCNK9 channel inhibition; HEK293 KCNK9, FluxOR thallium flux fluorescence; active compounds read low; AID 488922; Q9NPC2; 1.2% of 310,000 active; B-score at 10 µM;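 active means ratio B-score over 3 SD below the library mean, with starting fluorescence within 5 SD of its mean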;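 further: negative B-score means less thallium flux so channel inhibition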
HDAC3 inhib – human HDAC3 inhibition; recombinant HDAC3, fluorogenic peptide/trypsin coupled, fluorescence; AID 2718; O15379; inhibition, % at 8.3 µM; 0.15% of 320,000 active; in the data active means inhibition above about 26%, passing the limit was not always enough
GSK3 alpha inh – blocks human GSK-3 alpha kinase; P49840; ADP-Glo luminescence, 60 min; inhibition, % at 10 µM; 0.1% of 320,000 active;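 in the data active means inhibition above about 50%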;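 further: GST-tagged GSK-3 alpha with peptide substrate and 25 µM ATP; 0% = DMSO neutral wells and 100% = GW8510 positive control wells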
Dyrk1A ADPGlo – inhibitors of rat Dyrk1A kinase; ADP-Glo luminescence, NFATc1 peptide; inhibition, % at 12.5 µM; AID 504441; 0.43% of 310,000 active; Q63470; in the data active means inhibition above about 50%;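 further: plate controls were vehicle with enzyme for no effect and no enzyme for full effect; many of its hits are not listed in these tables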
KCNQ1 pot – potentiates or activates the human KCNQ1 potassium channel. P51787. CHO-K1 KCNQ1, thallium flux FluxOR fluorescence; active compounds read high. B-score at 10 µM. 0.35% of 310,000 active. AID 2648;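 active means fluorescence ratio B-score, a plate-corrected score, at least three library SD, with initial intensity B-score within 5 SD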
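Assay system: stable KCNQ1 CHO-K1 line; medium: assay buffer, equal DMSO in all wells; timing: 90 min dye loading and 20 min compound exposure, both at room temperature; technique: kinetic FluxOR thallium fluorescence, 10-s 1-Hz baseline, 110-s post-stimulus read; read-out basis: B score of baseline-normalized fluorescence ratio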
PolyA inh – blocks polyadenylation in yeast reporter cells; S. cerevisiae SKY197-pL101 polyadenylation reporter, beta-gal luminescence; efflux-impaired pdr1/pdr3 knockout yeast; score 100 = 6 SD above DMSO; calls only at 12 µM; 0.02% of 300,000 active; AID 1875;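 active means lowest replicate activity score at least 50, where 100 means six control SD above control mean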;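 further: yeast exposed to compound for 9 h at 30 °C; higher score means more reporter readthrough which indicates perturbed polyadenylation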
KCNK3 inh – human KCNK3 channel inhibition, primary screen; AID 602410; B-score at 10 µM; 0.84% of 340,000 active; CHO-KCNK3 thallium flux, FluxOR fluorescence; active compounds read low;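 active means B-score under library mean minus 4 SD, starting fluorescence ratio at most library mean plus 5 SD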;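 further: more negative B-score means stronger inhibition of thallium flux through KCNK3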
RGS4 act – RGS4 potentiation or activation; HEK293 M3R/inducible RGS4, carbachol calcium flux Fluo4; active compounds read low; B-score at 10 µM; 0.92% of 310,000 active; AID 463111;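 active means B-score of the integrated calcium signal more than 4 SD below the library mean, with starting fluorescence not abnormally high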;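 further: negative B-score means reduced calcium response which marks RGS4 activation or potentiation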
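Assay system: Inducible-RGS4 HEK293 cells carrying M3 receptor | Schedule: Compound preincubation 20 min at room temperature before agonist | Signal: Kinetic calcium fluorescence imaging with Fluo4-AM dye, 2 µM | Read-out basis: B score from integrated fluorescence ratio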
KCNQ1 inh – inhibitors of human KCNQ1 potassium channel; B-score at 10 µM; P51787; 1.3% of 310,000 active; CHO-K1 KCNQ1, FluxOR thallium flux fluorescence; active compounds read high;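 active means compounds whose thallium flux B-score, printed positive for inhibition, exceeds three library SD while starting fluorescence stays within three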;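 further: channel opened by potassium depolarization with thallium stimulus after 20 min compound exposure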
hERG protect – compounds protecting human hERG from proarrhythmic drug block. Q12809. CHO-hERG, FluxOR thallium flux, dofetilide IC70 present. activation (rescue from dofetilide block), less the hit threshold, % at 10 µM. 0.51% of 310,000 active;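 active means activation above the mean of controls blocked by dofetilide plus 5 SD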;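 further: thallium influx through hERG after potassium depolarization seen as dye fluorescence rise; in these data hits start at about 4.7%; inactives centre near -7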
Target sequence (Q12809 whole entry, looked up): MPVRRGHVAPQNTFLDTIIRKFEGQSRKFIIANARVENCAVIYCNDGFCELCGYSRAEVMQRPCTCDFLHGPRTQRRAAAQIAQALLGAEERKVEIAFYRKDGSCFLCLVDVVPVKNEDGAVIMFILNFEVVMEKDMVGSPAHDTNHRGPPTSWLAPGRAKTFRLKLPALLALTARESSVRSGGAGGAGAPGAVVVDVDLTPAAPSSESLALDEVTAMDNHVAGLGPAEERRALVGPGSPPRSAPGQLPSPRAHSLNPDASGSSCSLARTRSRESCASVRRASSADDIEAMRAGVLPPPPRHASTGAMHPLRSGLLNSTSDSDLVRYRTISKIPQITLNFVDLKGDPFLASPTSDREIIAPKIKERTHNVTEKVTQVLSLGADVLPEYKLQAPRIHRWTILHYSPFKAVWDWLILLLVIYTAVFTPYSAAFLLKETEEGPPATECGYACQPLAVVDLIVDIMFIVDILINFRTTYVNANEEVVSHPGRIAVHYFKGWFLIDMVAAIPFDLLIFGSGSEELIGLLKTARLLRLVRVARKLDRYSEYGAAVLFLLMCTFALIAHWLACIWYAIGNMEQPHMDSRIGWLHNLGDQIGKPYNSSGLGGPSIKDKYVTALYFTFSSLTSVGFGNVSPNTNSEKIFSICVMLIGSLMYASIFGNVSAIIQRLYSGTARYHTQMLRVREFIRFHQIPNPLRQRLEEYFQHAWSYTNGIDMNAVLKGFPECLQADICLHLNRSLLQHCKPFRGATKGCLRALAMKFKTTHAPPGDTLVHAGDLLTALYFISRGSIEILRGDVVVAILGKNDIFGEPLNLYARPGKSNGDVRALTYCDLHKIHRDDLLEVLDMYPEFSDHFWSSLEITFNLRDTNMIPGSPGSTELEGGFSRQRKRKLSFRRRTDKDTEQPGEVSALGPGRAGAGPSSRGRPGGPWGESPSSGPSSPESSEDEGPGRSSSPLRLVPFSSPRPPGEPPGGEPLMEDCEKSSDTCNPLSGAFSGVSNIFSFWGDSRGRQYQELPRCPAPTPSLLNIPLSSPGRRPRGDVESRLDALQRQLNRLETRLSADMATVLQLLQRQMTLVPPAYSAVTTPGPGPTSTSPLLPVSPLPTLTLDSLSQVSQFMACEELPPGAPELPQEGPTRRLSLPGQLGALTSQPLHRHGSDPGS
* hit, by the source's call; i = inactive; . = not tested or not shown.

No.	compound	KCNQ1 inh	GSK3 alpha inh	KCNK9 inh	Dyrk1A ADPGlo	KCNQ1 pot	KCNK3 inh	HDAC3 inhib	GSK3beta inhib	hERG protect	PolyA inh	RGS4 act
1	CCOC(=O)C[C@H]1c2ccc(C(F)(F)F)cc2S(=O)(=O)N1c1cccc(OC)c1	i	-2	i	4	i	i	1	3	-8	i	i
2	O=C(N/N=C/c1ccccc1)C1CCCN1C(=O)c1cc([N+](=O)[O-])cc([N+](=O)[O-])c1 (configuration not stated)	i	.	i	3	i	i	-1	-3	-7	.	i
3	Cc1ccc(NC(=O)c2ccn(C)n2)c(Br)c1	i	0	i	2	i	i	-10	2	-15	i	i
4	COc1ccccc1NC(=O)COc1ccc(Br)cc1CNC1CCCC1	i	-2	i	7	i	i	-1	1	0	i	i
5	COc1ccc(S(=O)(=O)N2CCCc3ccccc32)cc1[N+](=O)[O-]	i	-1	i	-1	i	i	4	1	-7	i	i
6	CC(=O)Nc1ccc(-c2nc(C)c(C(C)=O)n2O)cc1	i	-3	i	5	i	i	6	-4	0	i	i
7	COC(=O)CCSc1cc(NCCOC(C)=O)c([N+](=O)[O-])c2nonc12	i	2	i	-9	i	i	1	-1	-12	i	i
8	COc1ccc2cc(C)c3nnc(SCC(=O)Nc4cc(OC)c(OC)cc4C(=O)O)n3c2c1	i	-8	i	4	i	i	2	0	-10	i	i
9	CCC(CC)NC(=O)CO/N=C/c1ccccc1OC(F)F	i	1	i	2	i	i	-2	-1	-10	i	i
10	COc1cccc(CN2CC(C(=O)NCc3cccc(N4CCCC4)c3)CCC2=O)c1 (configuration not stated)	i	0	i	5	i	i	7	-1	-11	i	i
11	CC(C)=CCC(C)(C)C1OCCN1C(=O)c1ccccc1 (configuration not stated)	i	-5	i	2	i	i	-1	-1	-7	i	i
12	C=CCN1C(=O)C(Cc2ccccc2)S/C1=N/N=C/c1cccs1 (configuration not stated)	8*	-7	i	-2	i	i	-4	4	-9	i	i
13	COC(=O)c1ccccc1NC(=O)CSCC(=O)Nc1ccccc1OC	i	-2	i	3	i	i	-5	1	-7	i	i
14	CCCc1cnc(N2CCN(C(=O)c3c(-c4ccccc4)noc3C)CC2)nc1	i	-1	i	-3	i	i	-7	-1	-6	i	i
15	Cc1sc2ncn(CC(=O)Nc3c(F)cccc3F)c(=O)c2c1S(=O)(=O)N1CCC(C)CC1	i	-2	i	-2	i	i	-5	-2	-6	i	i
16	CCOC(=O)Cc1csc(NC(=O)CCN2C(=O)c3cccc([N+](=O)[O-])c3C2=O)n1	i	-2	i	-4	i	i	-3	-3	-7	i	i
17	O=c1[nH]c2ccc(S(=O)(=O)N3CCC(Cc4ccccc4)CC3)cc2o1	i	5	i	-2	i	i	-4	1	-6	i	i
18	CCC1CC(CSC(=N)N)OC1=O (configuration not stated)	i	0	i	.	i	i	-6	3	-10	i	i
19	O=C(N/N=C/c1ccc(O)cc1)c1ccc(COc2cc(Cl)ccc2Cl)o1	i	2	i	.	i	i	-22	-3	-8	i	i
20	CCc1nc2scc(-c3ccc(C)cc3)c2c(=O)n1N	i	-3	i	-2	i	i	2	0	-9	i	i
21	c1ccc(-c2nn3c(Cn4nnc5ccccc54)nnc3s2)nc1	i	10	i	3	i	i	0	-3	-14	i	i
22	O=C(Nc1ccn(Cc2c(F)c(F)cc(F)c2F)n1)c1ccc(COc2ccccc2Cl)cc1	i	0	i	3	i	i	9	-7	-11	i	i
23	COc1cc(-n2c(C)nc3cc(C(=O)NCC4CCCO4)ccc32)cc(OC)c1OC (configuration not stated)	i	0	i	0	i	i	-4	-1	-13	i	i
24	CN(C)S(=O)(=O)N1CCN(S(=O)(=O)c2ccc(F)cc2)CC1	i	-3	i	2	i	i	3	0	-7	i	i
25	COc1ccc(OCCN(C)CC(=O)Nc2c(C)cccc2C)cc1	i	-1	i	-3	i	i	2	0	-9	i	i
26	CCc1ccc2oc(C(=O)Nc3nonc3C)c(C)c2c1	i	-2	i	-1	i	i	1	3	-4	i	i
27	Cc1cccc(N2CN(Cc3cccnc3)CNC2=S)c1	i	0	i	-4	i	i	0	0	-8	i	i
28	Cc1cccc(NC(=O)Cn2c(=O)oc3ccccc32)n1	i	-2	i	-2	i	i	2	2	-7	i	i
29	CC(=O)NC(c1ccc(C)cc1)c1cc(Cl)c2cccnc2c1O (configuration not stated)	i	2	i	-1	i	i	9	1	-5	i	i
30	COCCCNc1oc(-c2ccccc2F)nc1C#N	i	.	i	3	i	i	-123	2	-9	i	i
31	CC(=O)N1CCc2cc(C(=O)CN3CCN(C(=O)c4ccco4)CC3)ccc21	i	-2	i	.	i	.	5	4	-9	i	i
32	CCCCC1=CC2=C(c3ccco3)C(=O)C(C)(OC(=O)c3ccc(OC)cc3)C(=O)C2=CN1c1ccc(OC)cc1 (configuration not stated)	i	-3	i	6	i	i	9	19	-7	i	i
33	COc1ccc2[nH]c(=O)c(CN(C(C)=O)C3CCCCC3)cc2c1	i	8	i	-5	i	i	1	-3	-2	.	i
34	c1ccc(CSc2nncn2-c2ccccn2)cc1	i	0	i	8	i	i	3	0	-5	i	i
35	COc1ccc(NC(=O)CC(C)CC(=O)NCc2ccc(F)cc2)c(OC)c1 (configuration not stated)	i	0	i	-3	i	i	-5	0	-15	i	i
36	COc1ccccc1/C=N/NC(=S)Nc1cccnc1	i	0	i	4	i	i	6	-2	-3	i	i
37	O=C(Nc1nc(-c2ccc3c(c2)Cc2ccccc2-3)cs1)c1ccccc1	i	1	i	2	i	i	3	3	-6	i	i
38	COc1ccc(NC(=O)CCC(=O)Nc2nnc(C(C)C)s2)cc1Cl	i	2	i	2	i	i	-11	2	-7	i	i
39	Cc1nn(C(C)C(=O)N2CCOCC2)c(C)c1[N+](=O)[O-] (configuration not stated)	i	.	i	-5	i	i	.	-1	-4	.	i
40	C=CCC1NS(=O)(=O)OC2CCCC12 (configuration not stated)	i	-1	i	-5	i	i	-3	2	-3	i	i
41	CCn1c(C)nc2cc(C(=O)N/N=C/c3ccc(OC)cc3)ccc21	i	1	i	-2	i	i	4	-2	-1	i	i
42	C/C(N)=C(/C#N)C(=O)CSc1cc(C)c2ccccc2n1	i	0	i	12	i	i	1	-1	-11	i	i
43	COc1ccc(N(CC(=O)Nc2cccnc2)S(=O)(=O)c2ccccc2)cc1Cl	i	1	i	-3	i	i	10	1	-10	i	i
44	N#C/C(C(=O)N1CCOCC1)=C1\Nc2ccccc2S1	i	.	i	11	i	i	7	-9	-11	i	i
45	CN(C(=O)c1ccccc1C(=O)OCC(=O)NC(=O)NC(C)(C)C)C1CCCCC1	i	0	i	-1	i	i	-4	2	-16	i	i
46	COc1ccc(CCNC(=O)c2noc3c2CCCC3)cc1OC	i	-2	i	-12	i	i	0	2	-5	i	i
47	O=C(NCc1ccco1)C1CCC(CNS(=O)(=O)c2cccc3cccnc23)CC1 (configuration not stated)	i	0	i	-2	i	i	-5	2	2	i	i
48	COC(=O)CCC(=O)Nc1ccc(NC(C)=O)cc1	i	.	i	-2	i	i	0	-3	-8	i	i
49	CN(NC(=O)CN1C(=O)c2ccccc2C1=O)C1=NS(=O)(=O)c2ccccc21	i	-1	i	1	i	i	-1	2	-8	i	i
50	N#Cc1ccc(S(=O)(=O)NC2CC2)cc1	i	0	i	-1	i	i	-1	-2	-5	i	i
51	O=C1CN(C(=O)CSc2nc3ccccc3c(=O)n2CCCN2CCOCC2)c2ccccc2N1	i	-1	i	2	i	i	3	2	-10	i	i
52	COc1ccc(NC(=O)CSCC(=O)Nc2nnc(CC(C)C)s2)cc1	i	-2	i	-1	i	i	1	-2	-14	i	i
53	CC1(C)CC(=O)C(C(c2cccc([N+](=O)[O-])c2)C2C(=O)CC(C)(C)CC2=O)C(=O)C1	i	.	i	1	i	i	.	1	-3	i	i
54	CC(NC(=O)Cn1cccc1)c1ccccc1 (configuration not stated)	i	-7	i	-5	i	i	3	-1	-8	i	i
55	O=C(CCSc1ccccc1)N1CCN(c2ccccc2F)CC1	i	-2	i	0	i	i	2	-3	-12	i	i
56	CN(CC(=O)Nc1ccc2c(c1)OCO2)S(=O)(=O)c1ccc2c(c1)CCC(=O)N2	i	1	i	-3	i	i	3	2	-10	i	i
57	CC1CN(C(=O)C(C)N2CCN(c3ccccc3Cl)CC2)CC(C)O1 (configuration not stated)	i	4	i	.	i	i	-4	2	-4	i	i
58	O=C(CCCOc1ccc(Br)cc1)NCCc1ccc(OC(F)F)cc1	i	0	i	0	i	i	5	.	-11	i	i
59	O=S(=O)(Nc1ccc(O)c2ccccc12)c1ccc(F)cc1	i	-1	i	8	i	i	3	-3	-2	i	i
60	CC1(C)CC(=O)c2sc(NS(C)(=O)=O)nc2C1	i	-3	i	-1	i	i	4	-10	-6	i	i

Ordered by length of the SMILES (largest number first): part of the list above.
No.	compound	KCNQ1 inh	GSK3 alpha inh	KCNK9 inh	Dyrk1A ADPGlo	KCNQ1 pot	KCNK3 inh	HDAC3 inhib	GSK3beta inhib	hERG protect	PolyA inh	RGS4 act
27	Cc1cccc(N2CN(Cc3cccnc3)CNC2=S)c1	i	0	i	-4	i	i	0	0	-8	i	i
3	Cc1ccc(NC(=O)c2ccn(C)n2)c(Br)c1	i	0	i	2	i	i	-10	2	-15	i	i
54	CC(NC(=O)Cn1cccc1)c1ccccc1 (configuration not stated)	i	-7	i	-5	i	i	3	-1	-8	i	i

Additional compounds
No.	compound	KCNQ1 inh	GSK3 alpha inh	KCNK9 inh	Dyrk1A ADPGlo	KCNQ1 pot	KCNK3 inh	HDAC3 inhib	GSK3beta inhib	hERG protect	PolyA inh	RGS4 act
61	CC1C2(C)OC(=N)C(C#N)(C(C)O2)C1(C#N)C#N (configuration not stated)	i	3	i	-2	i	i	.	4	-8	i	i
62	COc1ccc(-c2oc3cccnc3c2C#CC2(O)CCCCC2)cc1	6*	0	i	43	i	i	-60	-3	-5	i	i
63	CCOC(=O)NC(CC(=O)O)c1ccc(OCC)cc1 (configuration not stated)	i	-1	i	-1	i	i	-4	-4	-7	i	i
64	COc1ccc(C(=O)NN2C(=S)N(c3ccc(OC)cc3)C(=O)C2CC(N)=O)cc1 (configuration not stated)	i	0	i	8	i	i	-4	1	-6	i	i
65	C=CCSC1=C(C#N)C(c2ccccc2OC)CC(=O)N1 (configuration not stated)	i	-1	i	4	i	i	4	1	-9	i	i
66	O=C(Nc1ccccc1C(=O)Nc1nnc(C(F)(F)F)s1)c1ccccc1Cl	6*	-5	i	8	i	i	-3	4	-13	i	i

Screens from PubChem.

The list is partial; count on the stated rates, not on these rows.
